USP7 block: inhibitors of human USP7 deubiquitinase; Q93009; purified USP7, Ub-rhodamine cleavage fluorescence; inhibition, % at 20 µM; actives 0.3% (n = 47,000)
OTUD3 inh: blocks human OTUD3 ubiquitin-rhodamine cleavage; actives 0.7% (n = 47,000); purified OTUD3, Ub-rhodamine fluorescence, 2 h; inhibition, % at 25 µM; Q5T2D3
Target sequence (Q5T2D3 whole entry, looked up): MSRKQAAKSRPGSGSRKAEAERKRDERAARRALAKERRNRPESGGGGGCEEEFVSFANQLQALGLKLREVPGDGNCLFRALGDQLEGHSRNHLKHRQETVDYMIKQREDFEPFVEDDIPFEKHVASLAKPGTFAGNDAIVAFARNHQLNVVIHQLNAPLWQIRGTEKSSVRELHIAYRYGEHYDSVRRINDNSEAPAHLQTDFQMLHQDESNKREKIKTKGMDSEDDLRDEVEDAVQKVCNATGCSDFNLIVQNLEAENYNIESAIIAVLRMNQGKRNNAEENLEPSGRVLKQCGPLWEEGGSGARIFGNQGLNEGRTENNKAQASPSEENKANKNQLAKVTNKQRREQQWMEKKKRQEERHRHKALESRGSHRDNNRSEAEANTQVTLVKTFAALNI
USP17 inh: human USP17-like deubiquitinase inhibition | AID 1645855 | A8MUK1 | inhibition, % at 50 µM | purified USP17, Ub-rhodamine cleavage fluorescence, 3 h | actives 6.5% (n = 47,000)
Target sequence (A8MUK1 whole entry, looked up): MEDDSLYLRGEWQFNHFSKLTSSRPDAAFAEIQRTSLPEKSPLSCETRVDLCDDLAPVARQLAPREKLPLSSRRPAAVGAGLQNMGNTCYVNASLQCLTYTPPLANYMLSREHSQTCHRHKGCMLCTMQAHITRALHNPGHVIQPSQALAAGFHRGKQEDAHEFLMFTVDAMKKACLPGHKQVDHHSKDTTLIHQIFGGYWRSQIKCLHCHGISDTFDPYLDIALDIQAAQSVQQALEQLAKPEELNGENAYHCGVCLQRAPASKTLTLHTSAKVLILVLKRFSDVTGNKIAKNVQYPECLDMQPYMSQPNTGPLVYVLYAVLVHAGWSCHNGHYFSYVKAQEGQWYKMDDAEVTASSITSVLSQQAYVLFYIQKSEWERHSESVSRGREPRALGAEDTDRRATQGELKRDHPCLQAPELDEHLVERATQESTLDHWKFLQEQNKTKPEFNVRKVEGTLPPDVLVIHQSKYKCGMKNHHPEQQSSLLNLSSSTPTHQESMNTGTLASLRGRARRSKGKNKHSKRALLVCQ
USP28 inh: human USP28 deubiquitinase inhibition; AID 1645857; purified USP28, Ub-rhodamine cleavage fluorescence, 30 min; inhibition, % at 25 µM; actives 3% (n = 47,000)
USP30 block: blocks human USP30 ubiquitin-rhodamine cleavage; actives 5.3% (n = 47,000); inhibition, % at 25 µM; AID 1645860; purified USP30, Ub-rhodamine cleavage fluorescence; Q70CQ3
UCHL1 block: human UCHL1 deubiquitinase inhibition; actives 0.2% (n = 47,000); P09936; purified UCHL1, Ub-rhodamine cleavage fluorescence; inhibition, % at 20 µM; AID 1645859
USP10 inh: blocks human USP10 ubiquitin-rhodamine cleavage. purified USP10, Ub-rhodamine fluorescence, 60 min. inhibition, % at 20 µM. actives 1.1% (n = 47,000)
USP8 inh: human USP8 deubiquitinase inhibition; inhibition, % at 20 µM; P40818; purified USP8, Ub-rhodamine cleavage fluorescence, 30 min; AID 1645853; actives 4.2% (n = 47,000)
Active calls of the source: *; i = inactive; · = not tested or not shown. Rule as the data show it: active = inhibition above about 30%; inactive = the rest.

mol	USP7 block	OTUD3 inh	USP17 inh	USP28 inh	USP30 block	UCHL1 block	USP10 inh	USP8 inh
Cc1ccc(NC(=O)C2CCN(c3c(C(=O)N4CCCCC4)cnc4snc(C)c34)CC2)c(C)c1	-2	0	-14	-2	-7	-2	-8	-18
CCOC(=O)c1ccc(NC(=O)Cn2cnc3c(nc4n3CCCCC4)c2=O)cc1	-2	2	12	14	49*	-1	1	24
COc1ccc(-n2c(-c3ccccc3)cn3c(-c4ccccc4)c(-c4ccccc4)nc23)cc1	1	27	55*	23	59*	3	5	80*
CCN1CC[C@@]2(C(=O)Nc3ccccc3)CCN(C(=O)c3ccncn3)CC[C@@H]12	-1	4	0	1	-2	0	-4	15
Cc1cc(Cl)ccc1OCC(=O)Nc1ccccc1	-14	-3	14	-6	-3	0	2	0
Cc1cccc2[nH]c3c(N4CCN(C/C=C/c5ccccc5)CC4)ncnc3c12	11	0	-5	0	-30	4	7	10
Cc1ncsc1C(=O)N1CCc2c(nc(N3CCC(C)CC3)[nH]c2=O)C1	1	-7	-13	-4	-14	-2	0	-5
O=C(NCCc1c[nH]c2ccccc12)C1CCCN(c2ccc(N3CCOCC3)nn2)C1 (stereo not given)	-7	-11	-31	-31	-33	-2	-4	-22
Nc1nc(/C=C/c2ccc(Br)cc2)nc(-c2ccccc2O)n1	4	22	23	7	15	2	5	11
CCCCNc1ncnc2c1sc1nc(CCCC)c3c(c12)CC(C)(C)OC3	2	2	45*	-4	14	0	5	7
C[C@H]1[C@H]2CC[C@H]3[C@@H]4CC=C5C[C@@H](N(C)C)CC[C@]5(C)[C@H]4C[C@@H](O)[C@]23CN1C	3	15	13	8	18	0	0	-2
Cn1nc(C(=O)N2CCN(c3ccccn3)CC2)c2c1-c1ccccc1SC2	2	13	0	11	12	2	1	3
CC(C)CN1C[C@H]2CCN(C(=O)c3cnccn3)CC[C@H]2S1(=O)=O	1	12	15	4	7	2	1	24
COc1ccc(NC(=O)CC2C(=O)NCCN2C(=O)c2ccc(F)cc2F)cc1 (stereo not given)	-4	-5	-9	-9	4	-2	-1	-10
COc1ccc(C2CC(=O)Nc3c2ccc2ccccc32)cc1OC (stereo not given)	-1	9	5	28	13	4	9	16
O=c1ccccn1CCOc1ccc(Br)cc1	-16	-13	-9	14	-2	0	0	0
COC(=O)c1ccc2c(=O)n(Cc3ccc(F)cc3)c(N3CCOCC3)nc2c1	1	17	13	9	12	3	0	17
COc1ccc(-c2cnc(N)nc2C2CCCN(C(=O)c3ccn[nH]3)C2)cc1 (stereo not given)	3	11	6	8	25	1	-1	8
Cc1ccc(C(=O)NCC(=O)Nc2nc3ccccc3[nH]2)cc1	1	-5	42*	4	-3	-1	6	-3
CC(NC(=O)c1ccccc1F)C(=O)N1CCN(c2ccccn2)CC1 (stereo not given)	5	13	10	5	13	-4	7	21
CCNc1cc(N2CCCC(CCC(=O)N3CCC4(CC3)OCCO4)C2)ncn1 (stereo not given)	2	7	-8	-4	11	0	-5	-138
CNC(=O)NC(=O)COC(=O)c1c2c(nc3ccccc13)/C(=C/c1ccc(OC)cc1)CC2	-106	-182	-169	-167	i	-91	-4	-80
C[C@@H]1OC(O[C@@H]2C[C@H](c3ccc4c(c3O)C(=O)C3=C(C4=O)[C@@]4(OC5CC[C@H](O)[C@H](C)O5)C(=O)C[C@](C)(O)C[C@@]4(O)C=C3)O[C@H](C)C2O)CC[C@@H]1O[C@H]1C[C@@H](O)[C@H](O)[C@@H](C)O1 (stereo not given in full)	-120	-85	-45	-200	-389	-142	-8	-306
O=C(Nc1ccc(N2CCN(C3CCCC3)C2=O)nc1)c1ccncc1	-20	-48	-53	-63	-171	-13	-8	-9
COc1ccc(S(=O)(=O)N2CCCCC2)cc1NC(=O)CNc1cc2c(cc1C(C)=O)OCO2	-5	-23	2	-13	-104	2	2	-29
COc1cc2c(cc1OC)-c1cc(Nc3ccc(CN4CCCCC4)cc3)nc(=O)n1CC2	10	6	8	11	8	5	1	6
CCOC(=O)C1(Cc2cc(-c3ccccc3F)no2)CCNCC1	-7	10	6	21	-1	-1	0	-2
O=S(=O)(c1ccccc1Cl)N1CCN(CCOc2ccccc2)CC1	10	-1	0	-4	-10	0	4	-13
CCC(=O)N1CCc2cc(S(=O)(=O)NCCC(=O)N3CCN(c4ccc(F)cc4)CC3)ccc21	-4	-9	-9	2	4	0	-3	-5
Cc1cc(=O)[nH]c(C2CN(C(=O)c3cccc4ncccc34)CCO2)n1 (stereo not given)	3	11	14	10	15	1	0	12

Arranged by number of heavy atoms (highest first): 3 of the compounds above
mol	USP7 block	OTUD3 inh	USP17 inh	USP28 inh	USP30 block	UCHL1 block	USP10 inh	USP8 inh
CCN1CC[C@@]2(C(=O)Nc3ccccc3)CCN(C(=O)c3ccncn3)CC[C@@H]12	-1	4	0	1	-2	0	-4	15
Cn1nc(C(=O)N2CCN(c3ccccn3)CC2)c2c1-c1ccccc1SC2	2	13	0	11	12	2	1	3
C[C@H]1[C@H]2CC[C@H]3[C@@H]4CC=C5C[C@@H](N(C)C)CC[C@]5(C)[C@H]4C[C@@H](O)[C@]23CN1C	3	15	13	8	18	0	0	-2

Continued.
mol	USP7 block	OTUD3 inh	USP17 inh	USP28 inh	USP30 block	UCHL1 block	USP10 inh	USP8 inh
Clc1ccc(-c2noc(-c3cnccn3)n2)cc1	2	11	22	14	31*	0	2	26
c1ccc2ncc(CN3CCC[C@H]3c3nc(-c4ccc(-n5ccnc5)nc4)no3)cc2c1	-2	-7	41*	-11	-19	-1	-3	14
CCOC(=O)c1sc(-c2cnccn2)nc1C	-5	-2	-7	-3	4	-3	1	-1
COc1ccc(S(=O)(=O)N[C@H]2C[C@H]3CN(C)c4ccccc4CN3C2)cc1OC	-2	-19	-30	-30	-90	-4	-13	-24
COc1ccc(C(=O)O[C@H]2CC[C@@]3(C)C4CC[C@H]5[C@]6(O)[C@@H](O)[C@H](O)[C@H]7[C@@H](CN8C[C@@H](C)CC[C@H]8[C@@]7(C)O)[C@@H]6C[C@@]53OC42O)cc1OC	0	1	2	-13	0	-3	-2	-4
Nc1c(C(=O)NCc2ccc3c(c2)OCO3)nsc1C(=O)O	-6	-9	-10	-9	-27	-4	-6	-12
COc1ccc(Nc2cc(C(=O)N3CCN(c4ccccn4)CC3)c3ccccc3n2)c(OC)c1	7	-17	-6	-16	-42	6	0	3
Cc1ccc(-c2nc(-c3cccc(-c4ccnn4C)c3)no2)c(C)c1	6	11	24	5	14	3	-3	14
CC1=C(C(=O)OC(C)C)C(c2ccc([N+](=O)[O-])cc2)n2c(nc3ccccc32)N1 (stereo not given)	1	2	2	-2	7	2	3	-26
COc1ccc(OC)c(NC(=O)CCN2CCN(c3ccccc3OC)CC2)c1	-3	0	-5	-4	6	1	0	2
O=C(Nc1ccc(N2CCCCC2)cc1)C1CCN(S(=O)(=O)c2ccc3c(c2)OCCCO3)CC1	2	-12	5	-16	-44	4	4	3
Cc1nc(C2CN(Cc3csc(C4CCCC4)n3)CCO2)n[nH]1 (stereo not given)	0	8	6	3	7	0	1	19
CCCC(=O)Nc1ccc2c(c1)nc(CCN1CCN(C)CC1)n2C	4	7	7	8	0	-1	1	3
O=c1c2cc(F)ccc2ncn1C1CCN(S(=O)(=O)c2ccccc2)CC1	-17	0	1	-1	0	-2	2	6
Cc1onc(C(=O)NCc2ccc3c(c2)OCO3)c1CN1CCOCC1	1	-2	-6	1	-9	-1	-1	4
N[C@@H]1C[C@@H](Oc2cccnc2)[C@H](O)[C@H]1N1CCN(c2ccccc2)CC1	2	-8	-26	-6	-13	-2	0	-186
CCS(=O)(=O)N1CCC2(CN(Cc3ccc(-c4ccccc4)cc3)C2)C1	3	3	1	1	23	4	-1	12
Cc1ccc(-c2nccn3cc(C(=O)N4CCCN(c5ncccn5)CC4)nc23)cc1	1	-3	-3	0	-3	1	-3	3
O=C(NCCC1=CCCCC1)c1ccc(-c2cccnc2)nc1	-4	7	0	10	17	-2	0	-29
c1ccc(CSc2ccc3nnc(-c4ccncc4)n3n2)nc1	-2	1	-23	8	-3	-3	-3	-169
O=C(c1noc2ccc(S(=O)(=O)Nc3ccccc3F)cc12)N1CCCCC1	-10	0	-1	-3	4	-3	5	-23
O=C(O)c1ccc(Cn2cnc3ccccc3c2=O)o1	0	9	-12	6	-16	1	-2	10
Cc1ccccc1NC(=O)CN1CCC(c2nc3ccccc3[nH]2)CC1	8	4	0	0	7	2	0	5
Cc1cccc(S(=O)(=O)N2CCCN(c3nc4cccnc4s3)CC2)c1	-3	-2	-6	-7	-7	-2	1	-12
CCC1=C(c2ccc(C)cc2)S(=O)(=O)NC1=NCC(=O)NCc1cccc(C)c1	4	14	44*	20	15	0	7	0
CN1C(=O)c2ccccc2C(=O)[C@@]2(C)CN(S(=O)(=O)c3ccccc3)C[C@@H]12	3	-1	3	4	28	-1	2	1
O=C(N[C@@H]1C[C@@H](Oc2ccccc2)[C@H](O)[C@H]1N1CCCC1)c1cscn1	-5	-10	-19	-30	-59	-5	-1	-14
CC(=O)Nc1ccc(C(=O)N2CCN(c3ccc(F)cc3)CC2)c(N2CCOCC2)c1	-6	-11	-12	-5	-18	-2	-1	-9
C/C1=C/C[C@@H]2[C@H](CC2(C)C)C2(CC[C@H]1O)Cc1c([nH]c(=O)[nH]c1=O)O2 (stereo not given in full)	1	-9	-51	-16	-14	-4	-2	-169
c1ccc2c(c1)nc1n2CCCN(Cc2ccc3c(c2)OCO3)C1	0	0	-3	3	-6	0	-1	-2
Cn1c(=O)c2c(nc(CN3CCOCC3)n2Cc2ccc(F)cc2)n(C)c1=O	4	12	20	9	23	2	-3	22
Cc1cccc(N2C(=O)N(Cc3cccc(F)c3)S(=O)(=O)c3cccnc32)c1	0	9	·	4	12	6	6	22
Cc1cc(-c2cnc(N)nc2)cc(C2CCN(C(=O)Cc3ccc(F)cc3)C2)n1 (stereo not given)	-6	-4	-5	-3	4	-5	0	0
O=C(COc1ccc(Cl)cc1Cl)Nc1ccccc1-c1nc2ccccc2[nH]1	24	17	84*	10	10	4	28	27
O=C(Nc1ccccc1[N+](=O)[O-])N1CCCC1c1ccco1 (stereo not given)	-88	5	-17	-7	-8	4	0	-167
CCC1=N[C@@]2(CC[C@@H]3CN(C(=O)Nc4ccccc4C)C[C@@H]32)C(=O)N1CC	0	-3	-7	-4	-6	-1	0	-34
COc1cncc(-c2cnc3sc(NCC4CCOCC4)nn23)c1	1	-4	23	2	6	0	5	0
COc1ccc(NS(=O)(=O)/C=C/c2ccc(OC)c(OC)c2)cc1	3	14	-2	6	14	3	0	16
O=C(CN1CCSc2ccc(S(=O)(=O)N3CCCC3)cc21)NC1CCCC1	-26	-17	-23	-20	-84	-7	-7	-25
O=C(CCCN1CCc2ccccc2C1)c1ccc(F)cc1	0	2	-3	0	-9	3	-4	1
CC(=O)Nc1ccc(NC(=O)c2ccc(COc3ccc4c(C)cc(=O)oc4c3)cc2)cc1	-4	-4	-5	-7	-29	-4	-3	-13
CCN1CCn2c(-c3cnn(C)c3)cnc2C12CCN(C(=O)c1cccc(OC)c1)CC2	5	3	-24	-1	0	2	-2	-118
O=C(CC1C(=O)N(Cc2ccccn2)c2nc3ccccc3n21)Nc1ccccc1F (stereo not given)	-28	2	-6	-2	-1	0	2	0
O=C(c1cc(-c2ccncc2)n(-c2ccccc2)n1)N1CCc2ccccc21	3	-1	7	20	22	5	4	-1
O=C(CSc1nnnn1Cc1ccc2c(c1)OCO2)N1CCCC1	-4	4	11	·	·	1	3	6
CNc1nc2c(c(=O)n1-c1ccccc1OC)CCN(C(=O)N1CCOCC1)C2	4	-4	-2	0	11	-2	0	0
O=C(NCCc1ccccc1F)c1cn2cc(Cl)ccc2n1	-14	9	28	18	61*	4	3	24
O=C(Nc1ccc(C(F)(F)F)cc1)N1CCc2[nH]cnc2C1c1ccccn1 (stereo not given)	-3	5	-29	14	-2	0	-2	-184
Cc1noc2ncc(-c3nnc(-c4ccc5ccccc5n4)o3)cc12	0	-35	6	-36	-180	-1	-9	29
Fc1ccc(-c2nc(C3CC3)ncc2-c2nnnn2-c2ccccc2)c(F)c1	-13	10	12	13	19	6	3	3

Quoted at random: four compounds from above.
mol	USP7 block	OTUD3 inh	USP17 inh	USP28 inh	USP30 block	UCHL1 block	USP10 inh	USP8 inh
O=C(CC1C(=O)N(Cc2ccccn2)c2nc3ccccc3n21)Nc1ccccc1F (stereo not given)	-28	2	-6	-2	-1	0	2	0
CCC(=O)N1CCc2cc(S(=O)(=O)NCCC(=O)N3CCN(c4ccc(F)cc4)CC3)ccc21	-4	-9	-9	2	4	0	-3	-5
O=c1ccccn1CCOc1ccc(Br)cc1	-16	-13	-9	14	-2	0	0	0
CCOC(=O)c1ccc(NC(=O)Cn2cnc3c(nc4n3CCCCC4)c2=O)cc1	-2	2	12	14	49*	-1	1	24

Screening results: PubChem, Dana-Farber Cancer Institute and Novartis Institutes for BioMedical Research (Cambridge, Mass)
